Screening data: PubChem, National Center for Advancing Translational Sciences (NCATS)
JMJD2A Tudor = inhibitors of human JMJD2A Tudor domain. AlphaScreen JMJD2A-Tudor / H3K4me3 peptide binding. Potency, µM (series often up to 114 µM), inactives show top-dose activity change, negative = inhibition, actives largely listed as inhibitors. AID 504339. 4.4% of 390,000 active; also: % is scaled to controls: 0 for no effect and ±100 for the full control effect; nearly all actives have a fitted effect of over 50% in size
BAZ2B inh = BAZ2B (human) inhibition; Q9UIF8; Potency, µM (titrated, usually from 114 µM), for the others: at the highest dose activity change, negative = inhibition, most hits filed as inhibitors; AlphaScreen BAZ2B-H3K14Ac peptide displacement; 4.4% of 360,000 active; also: % is scaled to controls: 0 for no effect and ±100 for the full control effect; nearly all actives have a fitted effect of over 60% in size
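Inhibition is scored as reduced AlphaScreen emission. The BAZ2B/b-H3(5-23)K14Ac complex (50 nM each) in PBS pH 7.4, 0.01% Tween-20 meets compound (up to 110 uM) for 30 min at RT before bead addition.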
Pol eta inh = inhibitors of human DNA polymerase eta; Q9Y253; recombinant Pol eta, fluorescent DNA replication assay; Potency, µM (titrated, usually from 114 µM), without a hit: at the highest dose activity change, negative = inhibition, usual class: inhibitors; 1.2% of 390,000 active; AID 588591; also: % is scaled to controls: 0 for no effect and ±100 for the full control effect
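Pol eta (10 nM) was preincubated with compounds for 15 min at room temperature, after which fluorescent replication substrate (50 nM final) was added to start the reaction. Fluorescence was read kinetically at 0 and 10 min.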
APE1 inh = APE1 (human) endonuclease inhibition; P27695; recombinant APE1, TAMRA/BHQ-2 abasic DNA cleavage fluorescence; Potency, µM (doses to about 65.8 µM), for the others: top-dose activity change, negative = inhibition, most hits filed as inhibitors; 0.35% of 350,000 active; AID 2517;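 also: plate controls were vehicle for no effect and reference inhibitor for full effect; nearly all actives have a fitted effect of over 55% in size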
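Endonuclease cleavage of a quenched abasic-site DNA duplex (50 nM) by APE1 (0.75 nM) was tracked by TAMRA dequenching. Compounds were preincubated with enzyme 15 min at room temperature; data normalized to buffer-only and DMSO wells plus NSC13755 control.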
POLK inh = DNA polymerase kappa (human) inhibition; Q9UBT6; purified Pol kappa, fluorescent DNA synthesis assay, 10 min; Potency, µM (titrated, usually from 107 µM), without a hit: at the top dose activity, negative = inhibition, actives largely listed as inhibitors; 0.53% of 400,000 active; also: % is scaled to controls: 0 for no effect and ±100 for the full control effect
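First, compounds were pin-transferred onto 10 nM Pol kappa. After 15 min at room temperature, substrate was added to 50 nM final. Fluorescence was then measured kinetically at 0 and 10 min.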
BLM helicase inh = inhibitors of human Bloom syndrome helicase BLM. P54132. recombinant BLM DNA unwinding, fluorescence dequenching. Potency, µM (doses to about 56.1 µM), for inactives: at the top dose activity change, negative = inhibition, most hits filed as inhibitors. AID 2528. 0.2% of 350,000 active;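 also: plate controls were vehicle for no effect and no enzyme for full effect; nearly all actives have a fitted effect of over 35% in size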
Target sequence (P54132 whole entry, looked up): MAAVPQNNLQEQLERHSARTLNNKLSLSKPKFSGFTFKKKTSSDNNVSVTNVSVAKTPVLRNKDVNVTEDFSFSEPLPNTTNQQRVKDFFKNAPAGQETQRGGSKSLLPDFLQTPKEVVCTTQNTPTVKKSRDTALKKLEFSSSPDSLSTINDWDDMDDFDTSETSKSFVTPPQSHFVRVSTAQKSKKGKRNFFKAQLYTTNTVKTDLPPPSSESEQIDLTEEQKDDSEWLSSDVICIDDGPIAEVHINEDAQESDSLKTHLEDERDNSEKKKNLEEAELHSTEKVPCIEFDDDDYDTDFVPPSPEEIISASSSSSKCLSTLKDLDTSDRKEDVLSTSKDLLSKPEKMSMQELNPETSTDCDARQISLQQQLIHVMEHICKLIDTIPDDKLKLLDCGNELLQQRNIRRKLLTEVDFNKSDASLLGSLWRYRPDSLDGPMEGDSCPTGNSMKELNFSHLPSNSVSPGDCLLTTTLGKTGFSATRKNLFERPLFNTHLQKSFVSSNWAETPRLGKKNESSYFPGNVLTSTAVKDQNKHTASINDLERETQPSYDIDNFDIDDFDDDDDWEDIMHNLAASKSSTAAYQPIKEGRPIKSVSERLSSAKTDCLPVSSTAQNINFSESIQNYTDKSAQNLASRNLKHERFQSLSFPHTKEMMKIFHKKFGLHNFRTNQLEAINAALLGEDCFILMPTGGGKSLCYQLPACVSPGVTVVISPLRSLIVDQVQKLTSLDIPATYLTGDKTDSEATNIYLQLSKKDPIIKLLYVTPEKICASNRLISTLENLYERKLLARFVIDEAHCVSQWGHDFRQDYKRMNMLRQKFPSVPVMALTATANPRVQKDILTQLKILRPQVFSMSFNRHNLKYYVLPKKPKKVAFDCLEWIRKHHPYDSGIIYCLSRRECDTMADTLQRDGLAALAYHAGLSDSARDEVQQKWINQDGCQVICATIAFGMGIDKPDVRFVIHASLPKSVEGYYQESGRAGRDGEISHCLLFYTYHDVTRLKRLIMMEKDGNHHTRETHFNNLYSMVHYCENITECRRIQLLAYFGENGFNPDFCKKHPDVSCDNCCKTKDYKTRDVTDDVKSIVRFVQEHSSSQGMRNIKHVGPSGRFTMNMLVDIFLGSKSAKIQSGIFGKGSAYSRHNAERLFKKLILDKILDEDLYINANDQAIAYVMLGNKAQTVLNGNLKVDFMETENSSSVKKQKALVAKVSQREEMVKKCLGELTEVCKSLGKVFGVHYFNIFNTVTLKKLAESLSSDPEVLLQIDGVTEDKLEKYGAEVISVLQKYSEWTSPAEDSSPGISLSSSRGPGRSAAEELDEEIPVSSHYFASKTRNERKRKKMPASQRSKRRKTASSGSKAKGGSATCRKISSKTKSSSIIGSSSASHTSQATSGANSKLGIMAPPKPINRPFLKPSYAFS
POLB inh = DNA polymerase beta (human) inhibition. 1.3% of 340,000 active. Potency, µM (series often up to 114 µM), without a hit: at the highest dose activity change, negative = inhibition, usual class: inhibitors. AID 485314. Pol beta primer extension/strand displacement, fluorescence kinetic. P06746; also: % is scaled to controls: 0 for no effect and ±100 for the full control effect
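Pol beta (10 nM) and compounds were preincubated 15 min at room temperature, then 50 nM substrate (final) started primer extension/strand displacement. Reads were taken at 0 and 10 min; concentration-response data were fitted to a four-parameter Hill equation.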
G9a inh = G9a (human) methyltransferase inhibition; Q96KQ7; G9a H3K9 monomethylation, AlphaScreen, 2 h; Potency, µM (titrated, usually from 102 µM), for inactives: top-dose activity, negative = inhibition, actives largely listed as inhibitors; 8.8% of 350,000 active; AID 504332; also: % is scaled to controls: 0 for no effect and ±100 for the full control effect; nearly all actives have a fitted effect of over 75% in size
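Compounds were preincubated with 20 nM G9a for 15 min, after which biotinylated H3K9 peptide (500 nM) and SAM (20 uM) started a 2 h room-temperature reaction. Monomethylated product was quantified by antibody-based AlphaScreen chemiluminescence.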
Pol iota inh = blocks human DNA polymerase iota activity | Q9UNA4 | Pol iota fluorescent replication assay, 10 min | Potency, µM (titrated, usually from 115 µM), inactives show at the highest dose activity, negative = inhibition, actives largely listed as inhibitors | 1% of 390,000 active | AID 588590
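Pol iota at 10 nM preincubated 15 min with compounds at room temperature; reaction started with fluorescent substrate, 50 nM final. Fluorescence read kinetically at 0 and 10 min; buffer-only wells as negative control.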
Active calls of the source: *; ? = inconclusive; . = not tested or not shown; & = joins results of further samples; [ ] = remark or other dose. Calls follow the shape of the dose curve; as a rule, active = well fitted curve in the direction sought with a large enough effect; inconclusive = small, poorly fitted or top-dose-only effect, or another doubt; inactive = no such curve, though single readings can be large; an effect the other way counts as inactive or inconclusive. Potency is read from the fitted curve at half-maximal effect. Only part of the results is shown, so the mix of outcomes need not match the whole.

[1] CC(C)(C)c1ccc(C(=O)Nc2ccc(C=C(C#N)C#N)cc2)cc1
[2] COc1cccc(CN(C)C(=O)CN2C(=O)NC(c3ccccc3)(c3ccccc3)C2=O)c1
[3] O=C(N/N=C/c1c(Cl)cccc1Cl)c1ccccc1F
[4] COc1ccccc1NCCC(=O)OCC(=O)Nc1ccccc1F
[5] CC(NC(=O)c1ccc(N)cc1)c1ccccc1 (stereo not given)
[6] COC(=O)c1ccc(C(=O)OC)c(NC(=O)COC(=O)C23CC4CC(CC(O)(C4)C2)C3)c1

assay / compound,1,2,3,4,5,6
BAZ2B inh,6%,-8%,13%,.,-18%,-7%
JMJD2A Tudor,1%,-15%,-8%,-23%,-7%,-13%
APE1 inh,-4%,-5%,-4%,19%,-1%,-1%
BLM helicase inh,-4%,.,2%,.,0%,3%
G9a inh,-16%[59 µM],18%[12.7 µM],10%,.,-1%,4%[12.7 µM]
POLB inh,31%,.,13%,.,-19%,14%
Pol iota inh,15%,22%,1%,4%,-10%,8%
POLK inh,-9%,4%,-13%,-6%,-13%,-2%
Pol eta inh,?,-18%,-10%,-20%,-13%,5%

[7] O=C(CN1C(=O)/C(=C/c2cccc(Br)c2)SC1=S)Nc1cccnc1
[8] CC(=O)c1c(O)cc(O)cc1O
[9] CC1CCCCN1C(=O)Cn1c(SCC(=O)N(C)c2ccccc2)nc2ccccc21 (stereo not given)
[10] COc1cc(C2C(=O)N(C3CCCCC3)CC(=O)N2CCC2=CCCCC2)ccc1OC(C)C (stereo not given)
[11] CCN(CC)S(=O)(=O)c1ccc(-c2nnc(SCC(=O)Nc3ccc(OC)c(OC)c3)o2)cc1
[12] Cc1c(C(=O)N(Cc2ccc(N(C)C)cc2)C2CCS(=O)(=O)C2)oc2ccccc12 (stereo not given)

assay / compound,7,8,9,10,11,12
BAZ2B inh,-30%,.,-10%,0%,3%,28µM*
JMJD2A Tudor,-13%,-6%,-4%,-19%,-14%,14µM*
APE1 inh,-3%,0%,.,.,-1%,-9%
BLM helicase inh,-7%,4%,0%,-5%,1%,-8%&-4%
G9a inh,?,.,-12%[12.7 µM],4%[59 µM],-3%[59 µM],13µM*
POLB inh,-1%,.,-18%,-2%,-10%,-6%&2%
Pol iota inh,96%[activator],17%,-15%,3%,1%,1%&33%
POLK inh,0%,-1%,-1%[60.1 µM],-13%[60.1 µM],-9%,-22%&-8%
Pol eta inh,-21%,-20%,-7%,-8%,-9%,-10%&-18%

Some of the entries so far, with values under each structure.
Results follow in this order: BAZ2B inh | JMJD2A Tudor | APE1 inh | BLM helicase inh | G9a inh | POLB inh | Pol iota inh | POLK inh | Pol eta inh
4) COc1ccccc1NCCC(=O)OCC(=O)Nc1ccccc1F
 : . | -23% | 19% | . | . | . | 4% | -6% | -20%
5) CC(NC(=O)c1ccc(N)cc1)c1ccccc1 (stereo not given)
 : -18% | -7% | -1% | 0% | -1% | -19% | -10% | -13% | -13%
6) COC(=O)c1ccc(C(=O)OC)c(NC(=O)COC(=O)C23CC4CC(CC(O)(C4)C2)C3)c1
 : -7% | -13% | -1% | 3% | 4%[12.7 µM] | 14% | 8% | -2% | 5%
7) O=C(CN1C(=O)/C(=C/c2cccc(Br)c2)SC1=S)Nc1cccnc1
 : -30% | -13% | -3% | -7% | ? | -1% | 96%[activator] | 0% | -21%
8) CC(=O)c1c(O)cc(O)cc1O
 : . | -6% | 0% | 4% | . | . | 17% | -1% | -20%
9) CC1CCCCN1C(=O)Cn1c(SCC(=O)N(C)c2ccccc2)nc2ccccc21 (stereo not given)
 : -10% | -4% | . | 0% | -12%[12.7 µM] | -18% | -15% | -1%[60.1 µM] | -7%
10) COc1cc(C2C(=O)N(C3CCCCC3)CC(=O)N2CCC2=CCCCC2)ccc1OC(C)C (stereo not given)
 : 0% | -19% | . | -5% | 4%[59 µM] | -2% | 3% | -13%[60.1 µM] | -8%
11) CCN(CC)S(=O)(=O)c1ccc(-c2nnc(SCC(=O)Nc3ccc(OC)c(OC)c3)o2)cc1
 : 3% | -14% | -1% | 1% | -3%[59 µM] | -10% | 1% | -9% | -9%
12) Cc1c(C(=O)N(Cc2ccc(N(C)C)cc2)C2CCS(=O)(=O)C2)oc2ccccc12 (stereo not given)
 : 28µM* | 14µM* | -9% | -8%&-4% | 13µM* | -6%&2% | 1%&33% | -22%&-8% | -10%&-18%

The list goes on.
[13] O=C(COC(=O)CNC(=O)C1CCCCC1)Nc1ccc2c(c1)OCCO2
[14] S=C1NCCNC(=S)NCCOCCOCCOCCN1
[15] CCC(=O)N1CCc2cc(S(=O)(=O)NC(CC(C)C)C(=O)NCCc3ccccc3)ccc21 (stereo not given)
[16] O=C(NNC(=O)C1CCCO1)c1ccc(Br)cc1 (stereo not given)
[17] O=C(Nc1ccc(C(=O)OCc2cc(=O)n3c4c(sc3n2)CCCC4)cc1)c1cccc(F)c1
[18] Cc1ccc2nc(SCC(=O)N3CC(C)OC(C)C3)nc(=O)n2c1 (stereo not given)

assay / compound,13,14,15,16,17,18
BAZ2B inh,-4%,14%,.,8%,-4%,-2%
JMJD2A Tudor,-4%,1%,?,-10%,-17%,2%
APE1 inh,-4%,2%,.,1%,.,14%
BLM helicase inh,-2%,-1%,-1%,2%,-1%,.
G9a inh,4%[12.7 µM],25µM*,20%[59 µM],19%[59 µM],8%[59 µM],-3%
POLB inh,6%,0%,-3%,15%,-18%,.
Pol iota inh,132%[activator],91%[activator],?,22%,6%,18%
POLK inh,0%,-2%,?,-2%,-7%[60.1 µM],-4%
Pol eta inh,-16%,-9%,-11%,-18%,-9%,-4%

[19] Oc1ccc(-c2nnc(Nc3cccc(O)c3)c3ccccc23)cc1
[20] COc1ccc(OCC(=O)Nc2ccc(N3CCOCC3)cc2)c([N+](=O)[O-])c1
[21] COc1ccc(-c2noc3c2-c2nc(-c4ccccc4F)sc2CC3)cc1
[22] Cc1nnc(SCc2cc([N+](=O)[O-])cc3c2OCOC3)n(N)c1=O
[23] O=C(Nn1cnnc1)c1cc2c(s1)CCCCC2
[24] CCCCN1CC[C@H]2C=CC[C@@H](C(=O)NCCc3ccccc3)[C@H]2C1=O

assay / compound,19,20,21,22,23,24
BAZ2B inh,-20%,-27%,-7%,-3%,-8%,.
JMJD2A Tudor,-19%[11.4 µM],-22%,-6%,-9%,-24%,-5%
APE1 inh,0%,-2%,-1%,-6%,-4%,.
BLM helicase inh,-10%,3%,-1%,-2%,-2%,.
G9a inh,-20%,-48%,22µM*,2%,?,.
POLB inh,1%,17%,32%,-3%,?,.
Pol iota inh,-4%,33%[activator],30%,19%,27%,0%&23%
POLK inh,-8%,2%,7%,-1%,7%,9%&-17%
Pol eta inh,23%,-12%,-5%,-20%,-14%,-4%

[25] Cc1cc(C(C)(C)C)cc(S(=O)(=O)NCCO)c1C
[26] CCN(CC)S(=O)(=O)c1ccc(/C(O)=C(\C#N)c2nc3ccccc3n2C)cc1
[27] CCn1cc(CNC(=O)c2cc(-c3cc(OC)ccc3OC)nc3ccccc23)c(C)n1
[28] COc1cc(/C=C/C(=O)N2CCC=CC2=O)cc(OC)c1OC
[29] CCN(CC)CCN(C(=O)c1ccc(N2C(=O)CCC2=O)cc1)c1nc2cc3c(cc2s1)OCCO3
[30] COc1ccc(N2CCN(C(=O)CCc3c[nH]c4ccccc34)CC2)cc1

assay / compound,25,26,27,28,29,30
BAZ2B inh,7%,0%,6%,-5%,.,?
JMJD2A Tudor,-3%,-12%,10%,1%,-32%,-15%[11.4 µM]
APE1 inh,-5%,-1%,-3%,-12%&-2%,13%,16%
BLM helicase inh,-2%,-3%,-1%,4%,4%,1%
G9a inh,0%[12.7 µM],41%[59 µM],-8%[59 µM],6%[59 µM],50µM*,56µM*
POLB inh,-2%,10%,-21%,.,9%,-1%
Pol iota inh,-15%,-5%,-12%,?,-10%,87%[activator]
POLK inh,8%,3%,-3%,6%,-25%,-3%
Pol eta inh,-12%,-12%,-18%,-20%,-3%,-11%

[31] CC1(C)N=C(N)N=C(N)N1c1ccc(F)cc1F
[32] Cc1ccc(NC(=O)CCn2cccc2)cc1C
[33] COc1cccc(N2C(=O)CC(c3c[nH]c4ccccc34)C2=O)c1 (stereo not given)
[34] COc1ccc(-c2cnc(C)o2)cc1S(=O)(=O)Nc1c(C)cc(C)cc1C
[35] O=C(COCc1cc(-c2ccc3c(c2)OCO3)on1)Nc1cccnc1
[36] C=CCC1C=C(Cc2ccccc2)CC(CC=C)N1 (stereo not given)

assay / compound,31,32,33,34,35,36
BAZ2B inh,1%,?,-32%,?,-14%,-10%
JMJD2A Tudor,12%,?,-21%,?,-24%,-18%
APE1 inh,-6%,2%,1%,.,28%,-6%
BLM helicase inh,-7%,-2%,-6%,-5%,1%,4%
G9a inh,-4%,50µM*,18%[59 µM],4%[59 µM],19%,-49%
POLB inh,28%,11%,7%,7%,16%,0%
Pol iota inh,23%,6%,?,-6%,38%[activator],-15%
POLK inh,-2%,1%,1%,-2%[60.1 µM],3%,-11%
Pol eta inh,-11%,4%,2%,-16%,-11%,-8%

[37] CC1CCCN(C(=O)COC(=O)C2CCN(S(=O)(=O)c3ccc4c(c3)OCCO4)CC2)C1 (stereo not given)
[38] Cc1sc2nc(C3CC3)nc(N3CCN(C(=O)c4ccc(F)cc4)CC3)c2c1C
[39] CN(C(=O)c1ccccc1C(=O)OCC(=O)NCc1ccccc1)C1CCCCC1
[40] Cn1ccc2cc(S(=O)(=O)N3CCCC(C(=O)NCc4ccccc4F)C3)ccc21 (stereo not given)
[41] Cc1noc(NS(=O)(=O)c2ccc(NC(=O)c3ccccc3NS(=O)(=O)c3ccc(F)c(F)c3)cc2)c1C
[42] CCCCCC(O)(c1ccccc1)C(CN1CCOCC1)c1ccccc1 (stereo not given)

assay / compound,37,38,39,40,41,42
BAZ2B inh,1%,?,5%,-3%,.,8%
JMJD2A Tudor,-12%,-34%,-5%,-11%,-16%,-14%
APE1 inh,-3%,27%,3%,.,.,-7%
BLM helicase inh,.,-11%,0%,0%,.,-8%
G9a inh,?,45µM*,22%[59 µM],9%[59 µM],.,8%
POLB inh,.,-26%,11%,10%,.,2%
Pol iota inh,42%[activator],?,2%,8%,-1%,?
POLK inh,-23%,-4%,-7%,-10%[60.1 µM],-11%,-5%
Pol eta inh,-3%,-12%,-4%,-13%,-17%,-14%
